Tau fibril ThT = inhibitors of human tau fibril formation, thioflavin T binding. P10636. recombinant tau K18 P301L (four-repeat tau fragment), heparin-induced fibrillization, ThT fluorescence. Potency, µM (highest dose often 57.4 µM), without a hit: top-dose activity, negative = inhibition, most hits filed as inhibitors. actives 2.1% (n = 270,000). AID 1460; active = well fitted inhibition curve with a large enough effect; inconclusive = small, poorly fitted or top-dose-only effect; note: nearly all actives have a fitted effect of over 55% in size
Target sequence (P10636 561-689 P618L limits assumed): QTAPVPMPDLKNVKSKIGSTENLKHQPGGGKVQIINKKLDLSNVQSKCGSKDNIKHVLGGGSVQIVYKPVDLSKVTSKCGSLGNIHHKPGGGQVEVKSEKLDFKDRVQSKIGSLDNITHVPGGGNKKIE
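Heparin-induced fibrillization of the P301L-mutant K18 repeat-domain fragment of human tau was followed by ThT binding in quantitative high-throughput format.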
* hit, by the source's call; ? = inconclusive. % is set by controls: 0 for no effect and ±100 for the full control effect; potency is the fitted concentration of half-maximal effect.

mol | Tau fibril ThT
Cc1ccccc1Nc1nc(N)c(C(=O)c2ccccc2Cl)s1 | -8.9%
CC(C)(C)c1ccc(OCCSc2nc(-c3cccs3)nc3cc(=O)[nH]n23)cc1 | -2.0%
CCOc1ccccc1CNC(=O)CCCn1ccc2cc(S(=O)(=O)N3CCCC3)ccc21 | 10.4%
CC(=O)N1c2ccccc2C(=O)C1N1CCN(c2cccc(Cl)c2)CC1 (stereo not drawn) | -5.7%
CNC(=O)C1CCN(c2nc3ccccc3nc2C(F)(F)F)CC1 | 2.9%
CN(C(=O)CSc1nc(-c2ccccc2)no1)c1ccc(F)cc1 | -6.2%
CCOc1ccccc1NC(=O)CN1C(=O)COc2ccc(S(=O)(=O)N3CCOCC3)cc21 | 3.5%
COc1ccc(-c2noc(-c3ccc(NCc4ccc(C)cc4)c([N+](=O)[O-])c3)n2)cc1OC | -4.0%

The listing continues:
mol | Tau fibril ThT
Cc1ccc(CN2CCN(C3CCN(S(=O)(=O)N(C)C)CC3)C(=O)C2=O)cc1 | 3.1%
COc1ccc(-c2onc(C)c2C)cc1S(=O)(=O)N1c2ccccc2CC1C (stereo not drawn) | -7.4%
Cc1ccc(Cl)cc1NC(=O)Cc1ccc(-n2c(C)nc3cccnc32)cc1 | -0.6%
CCc1ccc(NC(=O)CCCn2nc(C)c3c(C)n(-c4ccccc4)nc3c2=O)cc1 | -0.3%
CS(=O)(=O)N1CCC(N2CCN(Cc3ccc(F)cc3)C(=O)C2=O)CC1 | 6.6%
COc1ccc2c(CNCc3ccc(C)o3)c(C(=O)O)n(Cc3ccccc3)c2c1 | -1.4%
COCCNC(=O)c1ccc2c(=O)n(CCOC)c(SCC(=O)c3c[nH]c4ccccc34)nc2c1 | -2.0%
Cc1ccc(NC(=O)N2CCC3(CC2)Oc2ccccc2C(=O)N3Cc2ccc(F)cc2)cc1 | -5.2%

Further entries follow:
mol | Tau fibril ThT
O=C(NCc1ccccc1)C1CCN(S(=O)(=O)Cc2ccccc2)CC1 | 5.4%
Cc1cc2n(n1)CCC(=O)N2Cc1ccc(C(=O)Nc2ccc(Br)c(C)c2)cc1 | -3.3%
Cc1cc(Cl)ccc1NC(=O)CN1C(=O)COc2ccc(S(=O)(=O)N3CCC(C)CC3)cc21 | 14.7%
CCOC(=O)c1c(C)[nH]c(C)c1S(=O)(=O)NCC(=O)Nc1cccc(SC)c1 | -3.2%
O=C(NCc1cccc(F)c1)c1ccc(-n2cnc3cccnc32)cc1 | -5.1%
CC(C)Nc1ccc(-c2nc(-c3ccco3)no2)cc1[N+](=O)[O-] | 10.0%
CCCN(Cc1cccs1)C(=O)Nc1cc(C)ccc1OC | -9.0%
Cc1c(C(=O)N2CCOCC2)oc2c1-c1nn(CC(=O)NCc3cccc(Cl)c3)cc1CC2 | -6.6%

The list continues.
mol | Tau fibril ThT
CC(=O)c1cccc(Nc2ccc3cc(S(=O)(=O)N4CCCC4)ccc3n2)c1 | 5.6%
CCCCN(CC)CCCNC(=O)c1nn(C)c2c1CSc1ccccc1-2 | -0.9%
O=c1c2oc3ccccc3c2n(Cc2ccc(Cl)cc2)c(=O)n1Cc1ccco1 | 0.0%
CCOC(=O)c1c(C)[nH]c(C)c1S(=O)(=O)N1CCCC(C(=O)Nc2ccc(C)c(N(C)C)c2)C1 (stereo not drawn) | -15.3%
Cc1cccc(Cn2cc3c(=O)n(CC(=O)Nc4c(C)cccc4C)nc-3c3cc(F)ccc32)c1 | ?
COCCNC(=O)c1cnc2sc(N3CCC(C)CC3)nn2c1=O | 0.6%
CC1CCN(S(=O)(=O)c2ccc3nc(N4CCN(c5ccc(F)cc5)CC4)ccc3c2)CC1 | 3.7%
Cc1ccc(C(=O)c2sc(Nc3ccc(F)cc3)nc2N)c(C)c1 | -14.2%

Continuation:
mol | Tau fibril ThT
CCc1cccc(NC(=O)CCn2c(=O)c3cccn3c3cccnc32)c1 | 9.2%
Cc1cc(NC(=O)c2cccnc2)cc(-c2nc3cc(Cl)ccc3o2)c1O | -14.1%
Cc1ccc(C)c(NC(=O)CCn2nc(C)c3c(C)n(-c4ccccc4)nc3c2=O)c1 | -1.2%
Cc1cc(OCCn2c(C3CC(=O)N(Cc4ccc(F)cc4)C3)nc3ccccc32)ccc1Cl (stereo not drawn) | 0.0%
CCOC(=O)c1c(C)[nH]c(C)c1S(=O)(=O)N1CCCC(C(=O)NCc2ccc(N(C)C)cc2)C1 (stereo not drawn) | -0.3%
CC(C)c1ccc(C2c3c(oc4ccc(Cl)cc4c3=O)C(=O)N2CCCN2CCOCC2)cc1 (stereo not drawn) | ?
CCOc1ccc(N(CC)S(=O)(=O)N2CCCC(C(=O)Nc3cc(Cl)ccc3OC)C2)cc1 (stereo not drawn) | -0.4%
COc1ccc2c(c1)c1c(c(=O)n(-c3ccccc3)c(=O)n1CC(=O)Nc1ccc(C)c(C)c1)n2C | 6.9%

(list continues)
mol | Tau fibril ThT
CSc1ccc(CNC(=O)C2CCN(c3nc4ccccc4nc3C(F)(F)F)CC2)cc1 | 4.2%
COc1ccc(C)cc1NC(=O)CCS(=O)(=O)c1ccc2c(c1)CC(=O)N2C | -5.2%
COc1ccc(-c2c(C)nn3c(-c4ccccc4)cc(-c4ccccc4)nc23)cc1 | -12.1%
CCC(=O)Nc1ccc(C)cc1-c1nc2ccccc2n(CC(=O)Nc2ccccc2Cl)c1=O | -2.1%
CCOC(=O)C1CCN(S(=O)(=O)c2cc(-c3onc(C)c3C)ccc2C)CC1 | -10.7%
CCc1cccc(NC(=O)C(CC)n2nc(C)c3sc4ccccc4c3c2=O)c1 (stereo not drawn) | -12.7%
COc1ccc(NC(=O)C2=CC(c3ccc4c(c3)OCO4)=NS(=O)(=O)N2C)cc1OC | 1.3%
O=C(CCn1c(=O)c2cccn2c2cccnc21)N1CCN(c2ccccc2F)CC1 | ?

Remaining list, next part
mol | Tau fibril ThT
CCn1cc2nc(SCc3cc(C)ccc3C)n(Cc3ccc(C)cc3)c(=O)c2n1 | -5.9%
CCN1c2ccccc2-c2nc(SCC(=O)Nc3ccc(C)c(Cl)c3)ncc2S1(=O)=O | 5.1%
COc1ccccc1Nc1nc(-c2ccc(F)cc2)c2c(n1)-c1ccccc1OC2 | ?
O=C(CC(c1cccs1)N1Cc2ccccc2C1=O)Nc1ccc(F)cc1F (stereo not drawn) | -0.7%
COc1ccc2oc(=O)c(-c3nc(-c4cccs4)no3)cc2c1 | -15.1%
Cc1cccc(N2CCN(c3ccc4cc(S(=O)(=O)N5CCC(C)CC5)ccc4n3)CC2)c1C | 4.4%
CC(C)CCNC(=O)c1nn(C)c2c1CSc1ccccc1-2 | 2.4%
Cc1ccc(CCNC(=O)c2nn(C)c3c2CSc2ccccc2-3)cc1 | -11.4%

Overlap with the part before: 2 entries, then new ones.
mol | Tau fibril ThT
CC(C)CCNC(=O)c1nn(C)c2c1CSc1ccccc1-2 | 2.4%
Cc1ccc(CCNC(=O)c2nn(C)c3c2CSc2ccccc2-3)cc1 | -11.4%
O=c1c2oc3ccccc3c2n(Cc2ccc(Cl)cc2)c(=O)n1Cc1ccccc1 | 4.7%
Cc1ccc(NC(=O)Cn2c(=O)n(Cc3nc(C)no3)c(=O)c3cc4c(cc32)OCO4)c(Cl)c1 | 5.2%
CCN(c1cccc(C)c1)S(=O)(=O)c1c(C)nc2sc(C)cn2c1=O | 5.1%
COc1cccc(CNC(=O)Cn2cc3c(n2)-c2c(oc(C(=O)N4CCOCC4)c2C)CC3)c1 | -2.8%
COc1ccc2c(CNCc3cccs3)c(C(=O)O)n(Cc3ccc(F)cc3)c2c1 | -3.6%
COc1ccc(-c2noc(-c3ccc(N4CCCC4)c([N+](=O)[O-])c3)n2)cc1 | -1.4%
Cc1cccc(C(=O)Nc2nnc(S(=O)(=O)N(C)Cc3ccc(Cl)cc3)s2)c1 | 11.0%
Cc1ccc(-n2nc3c(N4CCC(C(=O)NC5CCC(C)CC5)CC4)nnc(C)c3c2C)cc1 (stereo not drawn) | 1.6%

Further compounds:
mol | Tau fibril ThT
COc1ccc(CNC(=O)c2ccc(-c3nc(CSc4ccccc4)c(C)o3)cc2)cc1 | -1.3%
COc1ccc(-c2noc(-c3ccc(NCc4cccnc4)c([N+](=O)[O-])c3)n2)cc1OC | 3.8%
COc1cccc(C(=O)c2cn(CC(=O)Nc3cc(Cl)c(OC)cc3OC)c3nc(C)ccc3c2=O)c1 | 3.6%
Cc1ccccc1CNC(=O)c1ccc(-c2nc(CS(=O)(=O)c3ccccc3)c(C)o2)cc1 | -0.9%
Cn1nc(C(=O)NCc2ccccc2Cl)c2c1-c1ccccc1SC2 | 1.7%
COc1cccc(CNC(=O)CSc2nnc(C)c3c(C)n(-c4ccccc4)nc23)c1OC | -15.2%
COc1ccc(CNC(=O)CCCn2ccc3cc(S(=O)(=O)N4CCCC4)ccc32)cc1 | -0.7%
CCc1nnc(SCc2nc(-c3ccccc3)oc2C)c2cc3sccc3n12 | -16.4%

7 records drawn at random from those above, as already listed:
mol | Tau fibril ThT
COc1ccc2c(CNCc3cccs3)c(C(=O)O)n(Cc3ccc(F)cc3)c2c1 | -3.6%
Cc1ccccc1CNC(=O)c1ccc(-c2nc(CS(=O)(=O)c3ccccc3)c(C)o2)cc1 | -0.9%
Cc1cc(NC(=O)c2cccnc2)cc(-c2nc3cc(Cl)ccc3o2)c1O | -14.1%
CC(C)Nc1ccc(-c2nc(-c3ccco3)no2)cc1[N+](=O)[O-] | 10.0%
CCCCN(CC)CCCNC(=O)c1nn(C)c2c1CSc1ccccc1-2 | -0.9%
CCc1cccc(NC(=O)CCn2c(=O)c3cccn3c3cccnc32)c1 | 9.2%
Cc1cc(Cl)ccc1NC(=O)CN1C(=O)COc2ccc(S(=O)(=O)N3CCC(C)CC3)cc21 | 14.7%

Other compounds follow.
mol | Tau fibril ThT
CCc1ccc(-c2nc3c(c(SCc4ccccc4)n2)Cc2c(CO)cnc(C)c2O3)cc1 | 6.0%
CCCCNC(=O)C1=CC(c2ccc3c(c2)OCO3)=NS(=O)(=O)N1C | 0.9%
Cc1cc(-c2ccc(S(=O)(=O)Nc3ccccc3C)cc2)on1 | 0.9%
CCCNC(=O)C1CCC(CNS(=O)(=O)c2ccc3c(c2)CC(C)N3C(C)=O)CC1 (stereo not drawn) | 1.1%
Cc1c(-c2nsc(NC(=O)c3cccs3)n2)nnn1-c1ccc(Cl)cc1 | ?
COc1cccc(C(=O)c2cn(CC(=O)NCCc3ccccc3)c3nc(C)ccc3c2=O)c1 | 7.5%
COc1ccc(NC(=O)CSc2nc(-c3ccco3)nc3cc(=O)[nH]n23)cc1 | ?
COc1ccccc1CCNC(=O)c1ccc2c(c1)c(C)c(C)n2C | ?

Other results.
mol | Tau fibril ThT
CC(C)c1ccc(S(=O)(=O)c2nnn3c2nc(N2CCOCC2)c2sccc23)cc1 | -3.0%
COc1cccc(Cn2c(=O)n(-c3cc(C)cc(C)c3)c(=O)c3oc4ccccc4c32)c1 | 0.7%
Cc1cccc(NC(=O)N2CCN3CCCCC3C2)c1C (stereo not drawn) | 1.7%
CCc1ccc(NC(=O)Cn2c(=O)n(Cc3nc(C)no3)c(=O)c3cc4c(cc32)OCO4)cc1 | 0.4%
Cc1cccc(N2CCN(S(=O)(=O)c3ccc4oc(=O)c5ncn(C)c5c4c3)CC2C)c1 (stereo not drawn) | 12.8%
CCC(C(=O)NCc1ccc(OC)c(OC)c1)n1nc(C)c2c(C)n(-c3ccc(C)cc3)nc2c1=O (stereo not drawn) | 2.2%
O=C(Cn1cc(SCc2c(F)cccc2Cl)c2ccccc21)N1CCCCC1 | -4.3%
COc1ccc(C2C=C(c3ccccc3)Nc3nc(NC(=O)/C=C/c4ccccc4)nn32)cc1 (stereo not drawn) | -1.7%

(next part)
mol | Tau fibril ThT
CCOC(=O)c1c(C)[nH]c(C)c1S(=O)(=O)N1CCCC(C(=O)Nc2ccc(OC)c(Cl)c2)C1 (stereo not drawn) | -13.5%
COc1ccc(N2CCN(CCCNC(=O)c3cnn(-c4ccc(F)cc4)c3-n3cccc3)CC2)cc1 | -16.5%
COc1ccccc1Cn1c(C2CC(=O)N(c3ccccc3OC)C2)nc2ccccc21 (stereo not drawn) | -12.8%
COc1ccc(CCNC(=O)CCc2cn(Cc3ccc(C)cc3)c3ccccc23)c(OC)c1OC | -17.9%
Cc1ccc(S(=O)(=O)c2nnn3c2nc(NC(C)C)c2sccc23)cc1 | -8.2%
CCOC(=O)Cn1c(=O)cc(C(F)(F)C(F)(F)F)c2c(C)nn(CC)c21 | 6.6%
COc1cc(OC)c(NC(=O)Cc2ccc(-n3c(C)nc4cccnc43)cc2)cc1Cl | -1.4%
CCc1ccc(CNC(=O)C(CC)n2ccc3cc(S(=O)(=O)N4CCCCC4)ccc32)cc1 (stereo not drawn) | 5.9%

(list continues)
mol | Tau fibril ThT
CC(=O)c1ccc(NC(=O)COc2ccccc2-c2nc(-c3ccc(C)cc3)no2)cc1 | ?
O=C(Cn1c(SCCOc2ccccc2)nc2ccccc21)N1CCOCC1 | 4.1%
CCC(C)NC(=O)c1ccccc1NC(=O)C1CCN(S(=O)(=O)Cc2ccccc2)CC1 (stereo not drawn) | -6.2%
COc1ccc(CCNC(=O)Cc2ccc(NC(=O)N3CCSc4ncccc43)cc2)cc1OC | 1.3%
COCCNC(=O)Cn1ccc2cc(S(=O)(=O)N3CCCCCC3)ccc21 | 15.1%
COc1ccc(N2CCN(C(=O)c3ccc(-c4nc(COc5ccccc5)c(C)o4)cc3)CC2)cc1 | -13.2%
CCOC(=O)c1c(C)[nH]c(C)c1S(=O)(=O)N1CCCC(C(=O)Nc2cccc(CC)c2)C1 (stereo not drawn) | 0.7%
COc1cccc(-c2nc(SCc3cccc(Br)c3)n3[nH]c(=O)cc3n2)c1 | -14.7%
COc1ccccc1N1CCN(C(=O)CSc2nc(-c3ccc(C(C)C)cc3)no2)CC1 | ?
CCc1ccc(-n2nnc(-c3nc(-c4cccs4)no3)c2N)cc1 | 1.6%
Cc1ccc(C)c(CN2CCCN(CC(=O)Nc3ccc(C)c(C)c3)S2(=O)=O)c1 | 1.1%

Assay outcomes (PubChem)

The list is partial; rates above refer to the full screens.
